High-throughput results (PubChem)
NLRP3 yeast inh – blocks the NALP3 inflammasome reconstituted in yeast; Yeast reconstituted NLRP3/ASC/caspase-1, beta-gal luminescence, 24 h; inhibition, % at 10 µM; 330,000 tested, 0.39% active;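 active = inhibition of 50% or more; inactive = inhibition below 50%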;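 also: plate controls were induced DMSO wells for no effect and uninduced yeast grown without galactose for full effect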
Apaf-1 inh – blocks human Apaf-1 apoptosome activity; O14727; reconstituted apoptosome caspase-3 activity, DEVD-Rh110 fluorescence; inhibition, % at 20 µM; 330,000 tested, 0.71% active; active = inhibition of at least 40% at 20 µM;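 also: plate controls were DMSO wells for no effect and DEVD-CHO caspase inhibitor wells for full effect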
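Material: cell-free apoptosome with Apaf-1, procaspase-3 and caspase-9; Buffer or medium: Hepes pH 7.5 with detergent and BSA; Reagent: cytochrome c trigger plus (Z-DEVD)2-Rh110 caspase-3 substrate; Times: compound with Apaf-1, dATP, procaspase-3 30 min, then 50 min reaction, room temperature; Technique: Rh110 fluorescence intensity.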
SENP6 inh – blocks the human protease SENP6; Q9GZR1; Recombinant SENP6 catalytic domain, aminoluciferin luminescence; inhibition, % at 10 µM; 330,000 tested, 1.8% active;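 active = inhibition above about 50% at the single tested dose, limit read from the data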;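 also: plate controls were DMSO wells with enzyme for no effect and DMSO wells lacking enzyme for full effect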
SENP1 inh – inhibitors of human SENP1 SUMO protease catalytic domain | Q9P0U3 | recombinant SENP1 catalytic domain, CyPet-SUMO1-YPet FRET cleavage | inhibition, % at 10 µM | 360,000 tested, 0.21% active;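 active = inhibition at least 30% at 10 µM, raw YFP signal under a set limit, fluorescence ratio 0.5 to 1.5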;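 also: 0% = enzyme with DMSO and 100% = no enzyme wells; some results filed as inactive read as strong as hits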
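Test system: human SENP1 catalytic domain; medium: Tris pH 8 buffer plus EDTA, NaCl, BME, BSA, NP40, catalase; incubation: 50 min reaction at room temperature; technique: FRET, CFP and YFP emission; controls: no-enzyme low control and enzyme-plus-DMSO high control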
SENP7 inh – blocks the human protease SENP7 | recombinant SENP7, Z-RLRGG-aminoluciferin luminescence, 40 min | inhibition, % at 5 µM | 330,000 tested, 1.5% active | AID 434973;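 active = inhibition above about 50% at the single test dose, limit read from the data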;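 also: plate controls were DMSO with enzyme for no effect and no enzyme buffer wells for full effect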
SENP8 block-1 – inhibitors of human SENP8 protease; inhibition, % at 10 µM; 330,000 tested, 1.2% active; purified SENP8, Z-RLRGG-aminoluciferin cleavage, luminescence; Q96LD8; AID 2540; in the data active = inhibition above about 50%
HKDC1 inhibitor – inhibitors of human hexokinase HKDC1. Q2TB90. recombinant HKDC1, G6PDH/diaphorase resazurin coupled fluorescence. inhibition, % at 20 µM. 340,000 tested, 0.16% active. AID 493160;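 active = inhibition above about 35% when tested at 20 µM, limit read from the data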;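 also: plate controls were DMSO wells with enzyme for no effect and DMSO wells lacking enzyme for full effect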
Target sequence (Q2TB90 whole entry, looked up): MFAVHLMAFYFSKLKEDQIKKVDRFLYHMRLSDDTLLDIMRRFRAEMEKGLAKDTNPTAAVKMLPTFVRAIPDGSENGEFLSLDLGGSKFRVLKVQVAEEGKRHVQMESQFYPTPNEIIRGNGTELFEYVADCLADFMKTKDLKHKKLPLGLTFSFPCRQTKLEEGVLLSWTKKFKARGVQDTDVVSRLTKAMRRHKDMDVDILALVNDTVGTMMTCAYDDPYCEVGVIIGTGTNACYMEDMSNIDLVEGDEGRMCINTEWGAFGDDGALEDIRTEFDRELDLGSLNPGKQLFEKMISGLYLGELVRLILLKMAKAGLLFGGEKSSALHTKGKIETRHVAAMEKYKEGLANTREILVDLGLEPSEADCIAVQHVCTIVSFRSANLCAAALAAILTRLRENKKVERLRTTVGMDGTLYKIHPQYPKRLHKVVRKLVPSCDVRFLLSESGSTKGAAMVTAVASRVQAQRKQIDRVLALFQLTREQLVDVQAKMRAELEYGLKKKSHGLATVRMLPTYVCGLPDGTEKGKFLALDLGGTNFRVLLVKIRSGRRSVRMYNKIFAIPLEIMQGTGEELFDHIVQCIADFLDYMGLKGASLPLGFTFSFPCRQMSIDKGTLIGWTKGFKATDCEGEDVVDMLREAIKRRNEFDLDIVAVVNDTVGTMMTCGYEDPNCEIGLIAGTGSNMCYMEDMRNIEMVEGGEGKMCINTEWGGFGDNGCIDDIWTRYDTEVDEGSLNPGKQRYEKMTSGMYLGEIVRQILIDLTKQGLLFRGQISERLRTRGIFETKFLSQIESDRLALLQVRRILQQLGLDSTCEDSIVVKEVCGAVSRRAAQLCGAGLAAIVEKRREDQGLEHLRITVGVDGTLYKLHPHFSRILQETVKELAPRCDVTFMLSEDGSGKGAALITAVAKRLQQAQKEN
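Test system: recombinant HKDC1 (HK5) hexokinase enzyme, produced in-house / Doses: 20 µM test compound, 1% DMSO / Timing: 90 min, room temperature / Detection: G6PDH/diaphorase-coupled fluorescence, 1 mM NADP, 100 µM resazurin, 525/613 nm / Control set: DMSO wells with and without enzyme mix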
SENP8 block-2 – blocks human SENP8 cleavage of Nedd8 substrate; recombinant SENP8, Nedd8 substrate fluorescence; AID 602440; 360,000 tested, 0.64% active; Q96LD8; inhibition, % at 20 µM; in the data active = inhibition mostly above about 40%, no sharp cut-off; inactive = mostly below about 27%
PfG6PD inh – PfG6PD (Plasmodium falciparum) enzyme inhibition. AID 504690. PfGluPho enzyme, NADPH resazurin-diaphorase fluorescence. 350,000 tested, 0.78% active. inhibition, % at 20 µM;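 active = inhibition reaching at least a set limit at 20 µM in the primary screen, cut at about 59% in these data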;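 also: 0% = DMSO wells with substrate and 100% = DMSO wells lacking glucose-6-phosphate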
* marks the source's active call; other numbers are inactive results; / = no result given.

molecule	NLRP3 yeast inh	Apaf-1 inh	SENP6 inh	SENP1 inh	SENP7 inh	SENP8 block-1	HKDC1 inhibitor	SENP8 block-2	PfG6PD inh
COc1ccc(-c2nn(-c3ccccc3)cc2C(=O)N2CCOCC2)cc1	10.1	0.5	-12.4	-0.3	-4.0	9.5	0.8	7.6	-7.2
Cc1ccc(-c2nc(N3CCOCC3)sc2C(=O)N2CCOCC2)cc1	11.1	-10.8	-5.1	1.2	-6.7	-7.8	-4.1	-4.8	-6.0
CCOc1cc(CNCc2cccs2)cc(Br)c1OCC	23.2	10.8	-1.6	2.3	-5.1	-8.3	-4.7	34.9	-15.7
COc1cc(C)c(S(=O)(=O)NCc2cccnc2)cc1C	11.7	-2.2	-14.6	-0.9	-18.9	-5.2	-4.7	9.0	-0.6
COCc1ccc(C(=O)NC(C)c2cnn(-c3ccccc3C)c2C)o1 (stereo not given)	0.0	-18.4	-17.3	1.2	6.3	-1.5	-1.9	21.9	1.7
O=C(Nc1cccc(S(=O)(=O)NC2=NCCC2)c1)c1cn(-c2ccccc2)nc1-c1ccc(F)cc1	4.0	21.3	-15.1	1.9	-2.1	-9.0	0.6	-8.0	9.1
O=C(NC1CCOCC1)C1CCC(=O)N(CCc2cccc(F)c2)C1 (stereo not given)	-5.1	-3.1	-3.9	1.0	5.1	-5.0	-1.7	1.6	2.3
CC(C)(C)c1ccc(C(=O)N2CCN(C(=O)C3CCCCC3)CC2)cc1	20.2	3.0	14.7	-1.4	-4.8	1.5	-2.9	-1.8	0.3
CC(NC(=O)C(NC(=O)C1CCCN1C(=O)OC(C)(C)C)C(C)C)C(N)=O (stereo not given)	17.0	-10.3	-13.8	1.5	0.2	-1.7	-9.6	3.4	-0.2
CCCC(=O)N(Cc1cc(=O)[nH]c2ccccc12)c1ccc(C)cc1C	12.6	19.0	10.1	1.4	-4.3	-7.8	6.9	0.3	1.8
Cc1ccccc1NC(=O)Nc1ccc2c(c1)OCO2	4.1	-2.9	91.2*	1.1	95.6*	79.3*	-1.2	6.2	-3.2
O=C(COC(=O)c1ccc(Cl)nc1)Nc1ccc(S(=O)(=O)N2CCCC2)cc1	-4.3	10.4	7.6	-1.8	4.7	8.7	-5.4	3.7	-0.8
CC1CCCC(NC(=O)CSc2n[nH]c(N)n2)C1C (stereo not given)	15.3	1.7	13.5	0.7	5.7	0.2	-4.3	2.2	13.7
Cc1cc(O)c(-c2cc(C(=O)Nc3ccc(S(=O)(=O)N4CCOCC4)cc3)[nH]n2)cc1C	7.4	24.7	-9.1	-0.3	0.1	2.4	-1.3	22.7	-8.6
CCN(CC)C(=O)c1ccccc1NS(=O)(=O)c1ccc(OC)c(C(=O)N2CCOCC2)c1	1.4	4.0	-9.8	1.0	-0.8	3.3	-2.1	2.2	8.7
CCOc1ccccc1-c1cc(C(=O)Nc2ccc(C(=O)O)cc2)c2ccccc2n1	10.1	13.7	-5.8	0.7	8.9	-7.7	4.6	-24.8	-18.1
COc1ccc(S(=O)(=O)Nc2ccc(C)cn2)cc1	11.4	-0.8	8.8	0.9	1.4	6.4	-1.5	-361.7	-0.8
Cc1cc(C(F)(F)F)nn1Cc1ccc(C(=O)NCc2ccco2)o1	10.9	-13.2	-15.4	-7.4	4.5	3.8	-3.2	-1.3	18.5
CC(=O)Oc1ccc(C(=O)Nn2cnnc2)cc1	9.9	-6.9	-1.9	2.5	-4.0	-12.3	-6.5	33.4	-1.2
O=c1c2ccccc2c(-c2ccccc2)nn1Cc1ccc(Cl)cc1	35.3	9.4	4.9	-0.3	5.1	8.4	6.1	8.0	-31.7
Cc1c(CCO)c(=O)n2c([nH]c3ccccc32)c1C#N	5.9	24.3	9.9	-10.4	8.6	1.0	8.7	-303.3	-15.4
COc1cccc(NC(=O)C2C3CCC4C(CCC32)C4(Cl)Cl)c1 (stereo not given)	0.6	17.2	-16.8	0.3	-5.2	-7.2	-4.7	14.2	-4.4
Cc1ccc(-n2ncc3c(N4CCN(c5ccccc5)CC4)ncnc32)c(C)c1	8.1	24.8	-9.1	-5.6	4.2	-6.5	-5.6	17.2	5.7
COC(=O)c1ccccc1NC(=O)COC(=O)c1ccccc1N=Nc1ccc(N(C)C)cc1	33.8	11.6	-7.4	3.3	3.3	-0.3	-5.1	42.1*	9.8
O=C(Nc1ccc(F)cc1)c1cccc(C(=O)Nc2ccc(F)cc2)c1	3.6	-2.2	34.3	0.0	5.3	7.5	-7.0	10.8	-0.7
Cn1ncc2c(Nc3ccc(-c4ccccc4)cc3)ncnc21	50.9*	-1.3	-8.8	1.5	-1.1	-13.0	-8.0	-281.3	29.9
C=CCNS(=O)(=O)c1cc(S(=O)(=O)NCC=C)c(OC)cc1OC	-8.2	1.8	-7.3	2.0	4.1	1.7	-6.7	5.5	-10.8
CCN(CC)c1ccc(S(=O)(=O)N2CCOCC2)cc1NC(=O)COC(=O)/C=C/c1ccco1	/	/	/	-4.1	/	/	0.4	4.4	14.6
O=C1c2ccccc2C(=O)C12OC(c1ccccc1)C1(C(=O)c3ccccc3C1=O)C2c1ccc([N+](=O)[O-])cc1 (stereo not given)	-1.6	19.3	28.3	1.3	7.6	3.1	4.8	1.5	-6.7
C=C1C(C(=O)Nc2ccccc2)C1C(=O)Nc1ccccc1 (stereo not given)	-10.2	-19.7	-13.1	1.3	6.4	7.5	-7.5	20.2	1.4
C=C1CCC[C@]2(C)C[C@H]3OC(=O)C(CNCCN(CC)CC)[C@H]3CC12 (stereo not given in full)	-12.8	2.4	-16.0	2.8	-0.4	-13.7	-2.5	17.3	-15.0
CCOC(=O)C(=NCC1CCCO1)NNc1ccccc1Cl (stereo not given)	14.6	-4.2	-6.9	-2.4	11.4	0.8	-8.1	28.9	9.9
COc1ccc(NC(=O)c2cccc3cccnc23)cc1S(N)(=O)=O	2.5	5.5	-8.7	-7.5	1.2	6.6	-2.7	7.2	0.1
O=C(Oc1c(-c2ccco2)oc2ccccc2c1=O)c1cccnc1	54.3*	1.1	-14.0	-31.6	8.2	4.0	1.0	-139.3	-16.3
CCN1C(=O)C(CC(=O)Nc2ccc(F)cc2)N(CCCN2CCN(c3ccc(F)cc3)CC2)C1=S (stereo not given)	13.3	13.8	-10.3	-1.1	8.9	1.7	-0.9	8.2	13.8
O=C(c1ccc(F)cc1)N1CCN(c2cc(N3CCCCC3)c(F)cc2[N+](=O)[O-])CC1	21.4	31.2	-7.1	3.0	-4.8	-5.3	1.7	29.7	-6.2
CCOC(=O)N1CCC(NC(=O)CCC(=O)N2CCOc3ccc(C)cc32)CC1	-4.5	-1.7	5.0	-0.6	1.2	2.9	7.0	23.2	-19.0
CCN(CC)C1=C(Cl)C(=O)C(Cl)C12OCCO2 (stereo not given)	12.9	-6.8	-12.8	2.5	4.7	5.1	-4.8	31.5	8.2
N/C(=N\OC(=O)CCn1cccc(C(F)(F)F)c1=O)c1ccc(OC(F)(F)F)cc1	18.1	11.2	8.6	-2.1	8.6	1.2	-3.3	17.5	-3.2
COc1ccc(/C=C2\CCc3ccccc3C2=O)cc1O	35.7	15.2	99.2*	-6.2	95.0*	94.9*	18.6	4.0	-3.9

Shown with values under each structure: part of the list above.
Results follow in this order: NLRP3 yeast inh	Apaf-1 inh	SENP6 inh	SENP1 inh	SENP7 inh	SENP8 block-1	HKDC1 inhibitor	SENP8 block-2	PfG6PD inh
CCN1C(=O)C(CC(=O)Nc2ccc(F)cc2)N(CCCN2CCN(c3ccc(F)cc3)CC2)C1=S (stereo not given)
→ 13.3	13.8	-10.3	-1.1	8.9	1.7	-0.9	8.2	13.8
O=C(c1ccc(F)cc1)N1CCN(c2cc(N3CCCCC3)c(F)cc2[N+](=O)[O-])CC1
→ 21.4	31.2	-7.1	3.0	-4.8	-5.3	1.7	29.7	-6.2
CCOC(=O)N1CCC(NC(=O)CCC(=O)N2CCOc3ccc(C)cc32)CC1
→ -4.5	-1.7	5.0	-0.6	1.2	2.9	7.0	23.2	-19.0

(cont.)
molecule	NLRP3 yeast inh	Apaf-1 inh	SENP6 inh	SENP1 inh	SENP7 inh	SENP8 block-1	HKDC1 inhibitor	SENP8 block-2	PfG6PD inh
COC(=O)c1ccc(CN(C)S(=O)(=O)c2cccs2)cc1	21.7	6.3	-11.9	2.4	1.2	-6.3	-0.2	3.5	23.1
CC(CCc1ccccc1)NC(=S)NC1CCCCC1 (stereo not given)	40.5	5.7	-4.0	0.0	3.2	-6.2	-7.0	-0.4	11.0
COC(=O)c1ccncc1C(=O)Nc1ccc(Oc2ncc(C(F)(F)F)cc2Cl)cc1	17.1	6.0	13.1	1.8	-1.1	4.9	0.9	16.1	-6.8
CCOc1ccc(C(C)NC(=O)C2CCN(S(=O)(=O)c3ccc(OC)cc3)CC2)cc1OCC (stereo not given)	/	/	/	4.0	/	/	0.0	2.5	4.4
CCC1(C)CC(CC(=O)O)(c2ccccc2OC)CCO1 (stereo not given)	-3.8	4.9	-18.5	2.7	1.4	-0.6	-1.7	7.4	0.2
O=C(c1ccc(COCC(F)(F)F)cc1)N1CCN(c2ccccn2)CC1	10.6	-2.6	-13.2	-0.3	-1.2	-9.3	-10.5	2.1	4.8
O=C(Nc1ccccc1)Oc1cccc2cccnc12	/	/	/	2.0	/	/	-4.0	0.7	-4.9
O=C(NCC1CCCO1)c1ccc2c(=O)n(-c3ccc(F)cc3)c(=S)[nH]c2c1 (stereo not given)	10.0	-4.4	-20.7	1.0	-2.5	5.9	1.2	-1.1	-13.7
Cc1cc(C)nc(SCc2ccc(C(=O)N/N=C/C3CCCCC3)cc2)n1	-6.4	4.5	-13.3	-1.7	-7.9	-5.8	-4.8	6.3	-3.0
O=C1NC(c2ccc(Cl)cc2)Nc2ccccc21 (stereo not given)	6.7	-6.4	-6.4	-0.8	6.3	-3.1	19.9	-186.5	-12.3
